ZTA counter: ZTA (EBV) inhibition in EBNA-1 counter-screen | inhibition, % at 11 µM | AID 2234 | ZTA-DNA binding, fluorescence polarization | hit rate 0.15% among 320,000; in the data active means inhibition above about 33%
Target sequence (P03206 whole entry, looked up): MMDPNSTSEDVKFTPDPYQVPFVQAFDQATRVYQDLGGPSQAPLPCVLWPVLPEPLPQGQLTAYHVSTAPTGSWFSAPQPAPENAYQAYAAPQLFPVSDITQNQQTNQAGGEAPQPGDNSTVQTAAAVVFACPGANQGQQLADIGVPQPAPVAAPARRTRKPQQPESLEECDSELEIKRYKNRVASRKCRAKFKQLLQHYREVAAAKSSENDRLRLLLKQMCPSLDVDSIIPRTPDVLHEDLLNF
BCLXL inh: Bcl-xL (human) inhibition | hit rate 0.7% among 320,000 | AID 2129 | inhibition, % at 10.9 µM | GST-Bcl-xL / FITC-Bim BH3 peptide fluorescence polarization;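 active means inhibition above the mean of all tested compounds plus 3 SD, cutoff set per campaign, cut at about 30% in these data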;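 further: 0% = DMSO wells and 100% = unlabeled Bim-BH3 peptide competitor; inhibitors lower millipolarization by displacing the labeled peptide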
Yeast superoxide: yeast age-related superoxide inhibition as caloric restriction mimetic. S. cerevisiae aged cells, superoxide DHE fluorescence; stronger effect = lower value. superoxide response (% of plate mean), % at 10 µM. hit rate 0.18% among 330,000. AID 2690;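 active means superoxide response under a set limit, about three screen SD below normal, cut at about 65% in these data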;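 further: yeast aged for seven days with compound at 30 °C before DHE staining; 100% = average MFI of all compound-treated wells on the plate with controls excluded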
MEX-5 binding: C. elegans MEX-5 TCR-2 RNA binding activity; Q9XUB2; MEX-5/FITC-TCR2 RNA binding, fluorescence polarization; stronger effect = lower value; activity score (negative = inhibition of binding), % at 10 µM; hit rate 0.38% among 300,000;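 active means inhibition past about -25% in most replicates, and total fluorescence under double the plate's negative control median, limit read from the data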;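 further: 0% = DMSO and -100% = 5 µM competing unlabeled TCR2 RNA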
MCL1 BIM primary: MCL1-BIM-BH3 interaction inhibition (human); Q07820; GST-MCL1 / FITC-Bim-BH3 fluorescence polarization; inhibition, % at 10.9 µM; hit rate 0.68% among 320,000;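 active means inhibition above the mean inhibition of all tested compounds plus 3 SD, set per campaign, cut at about 40% in these data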;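 further: 0% = DMSO wells and 100% = unlabeled Bim-BH3 peptide control; higher means more loss of mP so more displacement of Bim peptide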
Target sequence (Q07820 whole entry, looked up): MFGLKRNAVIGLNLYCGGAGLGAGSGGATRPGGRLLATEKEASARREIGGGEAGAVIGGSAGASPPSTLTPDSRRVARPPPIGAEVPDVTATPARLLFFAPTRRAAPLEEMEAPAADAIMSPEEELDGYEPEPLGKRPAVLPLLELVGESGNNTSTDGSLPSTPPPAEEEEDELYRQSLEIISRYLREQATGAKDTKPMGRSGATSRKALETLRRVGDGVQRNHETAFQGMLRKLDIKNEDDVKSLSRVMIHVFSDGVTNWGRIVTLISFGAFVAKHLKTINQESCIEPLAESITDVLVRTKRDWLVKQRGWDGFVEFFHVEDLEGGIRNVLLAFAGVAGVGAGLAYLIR
EBNA-1 inhibitor: blocks EBNA-1 binding to DNA; EBNA-1 DNA binding, fluorescence polarization; inhibition, % at 14.8 µM; hit rate 0.34% among 300,000; in the data active means inhibition above about 28%
GLD-1 TGE inh: GLD-1-TGE RNA interaction inhibition (C. elegans); purified GLD-1 + fluorescein TGE RNA, fluorescence polarization; Q17339; inhibition, % at 5.96 µM; AID 2280; hit rate 0.44% among 320,000;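 active means percent inhibition above a per-plate cutoff, the plate mean of test compounds plus 3 SD, cut at about 30% in these data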;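 further: 0% = DMSO wells with GLD-1 and probe and 100% = wells lacking GLD-1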
Target sequence (Q17339 whole entry, looked up): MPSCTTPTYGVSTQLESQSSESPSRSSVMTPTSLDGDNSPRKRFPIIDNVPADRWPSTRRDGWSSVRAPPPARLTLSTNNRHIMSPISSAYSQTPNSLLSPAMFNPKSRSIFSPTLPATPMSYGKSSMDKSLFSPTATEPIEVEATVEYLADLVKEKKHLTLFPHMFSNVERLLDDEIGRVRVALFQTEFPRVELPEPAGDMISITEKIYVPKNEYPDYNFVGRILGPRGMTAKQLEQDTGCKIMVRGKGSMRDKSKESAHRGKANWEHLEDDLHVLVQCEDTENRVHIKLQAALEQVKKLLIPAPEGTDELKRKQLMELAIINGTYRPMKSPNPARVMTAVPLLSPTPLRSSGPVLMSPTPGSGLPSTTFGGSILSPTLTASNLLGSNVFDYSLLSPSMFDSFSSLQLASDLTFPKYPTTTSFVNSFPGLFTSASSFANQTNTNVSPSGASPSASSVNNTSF
Fam108B inh: Fam108B inhibition, counter-screen for RBBP9 inhibitors. recombinant Fam108B, FP-Rh probe fluorescence polarization. hit rate 0.33% among 300,000. AID 1947. inhibition, % at 9.51 µM;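 active means inhibition above the screen mean inhibition plus 3 SD, computed separately per campaign, cut at about 18% in these data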;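 further: inhibitors lower polarization as less probe binds the enzyme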
Efflux pump inh: blocks antifungal efflux pumps in multiplex yeast assay; S. cerevisiae Candida pump triplex, Nile Red efflux; inhibition, % at 10 µM; hit rate 0.44% among 330,000; AID 485275;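 active means plate passing quality check with inhibition over a set limit, or well fluorescence over plate mean plus 4 SD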;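 further: Nile Red retained in pooled yeast measured as flow cytometry median fluorescence; 0% = buffer negative control and 100% = Enniatin B positive control; higher means more Nile Red kept so more efflux inhibition; some compounds called inactive have numbers as strong as hits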
Numbers without * were called inactive; / = no result given.

SMILES	ZTA counter	BCLXL inh	Yeast superoxide	MEX-5 binding	MCL1 BIM primary	EBNA-1 inhibitor	GLD-1 TGE inh	Fam108B inh	Efflux pump inh
CSC1=NSC2=NC(=O)/C(=C/c3coc4ccccc4c3=O)C(=N)N12	21.3	43.7*	91.9	/	52.4*	2.4	-58.4	40.6*	-0.1
COC(=O)/C(C#N)=C/c1c(N2CCCCCC2)nc2ccccn2c1=O	-15.2	4.8	106.7	0.4	-4.1	1.2	-2.4	-4.0	0.1
CCn1c(C)nc2cc(C(=O)NNC(=S)Nc3ccccc3Cl)ccc21	5.2	6.0	99.4	0.2	15.4	2.9	6.3	6.5	0.0
C=CCNc1nc2c(c(=O)[nH]c(=O)n2C)n1CCOc1ccccc1	-1.6	3.4	87.2	0.3	5.1	3.0	4.4	0.7	0.1
COc1ccc(NC(C)=O)cc1S(=O)(=O)Nc1ccccc1C(=O)N1CCCC1	-4.1	-0.3	106.9	0.9	-1.2	3.5	2.4	1.8	0.1
Cc1noc(C(=O)Nc2ccc(F)c(Cl)c2)c1Cl	12.3	-1.1	136.7	0.4	-4.9	4.3	2.5	1.3	-0.1
COc1cc(/C=N\n2nnnc2N)ccc1OCc1ccc(F)cc1	-1.9	7.1	109.8	-1.1	1.9	6.9	-2.3	-0.2	0.1
O=C(Nc1ccccc1)Nc1nnc(Cc2ccc([N+](=O)[O-])cc2)s1	10.7	7.1	104.3	1.4	3.8	-1.1	1.8	-0.5	-0.3
CS(=O)(=O)N(CC(=O)N1CCOCC1)c1cccc(Cl)c1Cl	-10.7	1.5	98.2	0.8	8.0	-5.0	-1.1	-1.7	0.3
O=C(O)CCn1cc(/C=C2/NC(=S)N(c3ccccc3)C2=O)c(-c2ccccc2)n1	-15.6	-2.2	115.0	/	-2.5	-7.7	1.3	1.7	0.3
COc1ccc(-c2ccccc2)c2oc(-c3ccco3)cc(=O)c12	11.8	6.2	105.2	-1.5	9.7	3.9	3.3	-1.5	-0.1
O=C(O)c1cc(NC(=O)c2cccc(F)c2)cc(NC(=O)c2cccc(F)c2)c1	0.9	4.4	102.3	-2.7	-6.2	-15.7	-6.8	3.4	0.2
Cc1cc(C(=O)Nc2ccon2)c(C)o1	-6.2	0.5	109.5	/	-3.5	0.8	10.7	-1.5	0.1
COc1ccc(NC(=O)C(Cc2cc(C)cc(C)c2)C(C)C(=O)O)cc1 (configuration not stated)	13.8	-1.8	102.2	-1.0	-2.4	-7.3	5.0	0.0	-0.1
COc1cc(NC(=O)Cn2c(-c3cncs3)nc3ccccc32)cc(OC)c1OC	-12.8	4.3	102.0	-0.9	1.0	2.1	-1.1	-2.5	0.2
CCOC(=O)C1CCCN(C(=S)Nc2ccc(F)cc2)C1 (configuration not stated)	-2.9	0.1	92.3	0.6	2.9	0.9	4.5	0.3	0.3
CCOC(=O)CC(N)c1cccc([N+](=O)[O-])c1 (configuration not stated)	-5.1	-6.0	119.8	0.5	-2.9	-5.5	-9.0	-4.5	0.6
COCC1CCN(C(=O)c2cc(COc3ccc(F)cc3F)on2)C1 (configuration not stated)	1.4	5.3	79.7	2.8	2.6	12.1	-3.9	-3.8	0.1
O=C(/C=C/c1ccccc1[N+](=O)[O-])Nc1ccc(S(=O)(=O)Nc2ncccn2)cc1	5.5	7.7	79.6	-1.7	5.2	3.0	-0.3	0.7	0.1
Brc1c(OCCOCCn2cncn2)ccc2ccccc12	-16.1	3.5	91.8	-0.3	3.6	3.3	-3.1	-1.5	-0.1
Cc1cccc(NC(=O)CCOc2ccccc2)c1C	3.4	4.7	92.9	-1.8	-5.1	11.4	-3.2	2.1	-0.1
Cc1ccc(C)c(-n2c(SCC(=O)Nc3nonc3C)nnc2-c2ccoc2C)c1	-2.6	1.4	83.3	0.7	-3.6	17.1	1.6	1.1	-0.3
COc1ccccc1N(CN1CCCC1=O)C(=O)c1ccccc1F	-4.6	7.5	98.5	-1.3	6.2	0.2	0.8	-0.9	-0.1
Cc1ccc(NC(=S)NN2CCN(C)CC2)c(C)c1	2.2	4.0	103.8	-0.4	5.2	-6.9	-0.3	4.1	0.1
CCn1c(Sc2ccc([N+](=O)[O-])cn2)nnc1-c1ccco1	-5.0	-0.1	100.0	1.0	3.1	-2.1	5.7	0.0	0.0
Cc1ccc(OCC(=O)N(Cc2ccc(N(C)C)cc2)C2CCS(=O)(=O)C2)cc1 (configuration not stated)	7.3	8.7	100.7	-1.0	14.6	1.3	-2.1	1.2	0.2
COCCn1c(N)c(N(Cc2ccccc2)C(=O)Cc2ccccc2F)c(=O)[nH]c1=O	-18.6	-2.9	98.6	/	-3.7	-4.4	1.1	4.2	-0.1
COc1cccc(/C=N/NC(=O)COc2cccc3cccnc23)c1O	-1.0	5.2	91.3	0.5	7.1	-0.8	0.5	-1.4	0.0
Cc1cc(C)cc(OCC(=O)Nc2cccc(C(=O)O)c2)c1	-6.9	-1.5	152.8	0.3	-6.1	-2.1	-4.3	-0.2	0.0
CN1CCN(CC(=O)N(C)c2nc(-c3ccccc3)cs2)CC1	-4.6	1.7	96.2	-2.4	3.0	-0.9	4.7	1.3	-0.1
CCN(CC)C(=O)CSc1nnnn1-c1ccc(F)c(Cl)c1	-7.4	3.0	77.8	-2.7	3.2	0.6	6.6	3.0	-0.5
CSc1nnc(Cn2c(=O)sc3ccccc32)n1-c1cccc(Cl)c1	5.9	-0.6	81.3	-2.7	-2.2	1.1	-1.4	-2.6	0.0
CC(C)CC(=O)OCC(=O)Nc1ccccc1Sc1ccccc1	-12.8	5.2	88.7	0.5	2.5	0.3	-11.4	-2.1	0.1
Cc1ccc(C)c(NC(=O)COc2coc(CN3CCc4ccccc4C3)cc2=O)c1	9.7	7.7	82.8	0.2	0.3	-2.1	7.7	0.0	-0.1
Cc1ccc(N2CC(C(=O)Nc3ccccc3OC(F)F)CC2=O)cc1 (configuration not stated)	8.5	7.8	106.4	/	4.7	/	6.8	/	0.2
Cc1cc(NC(=O)CSc2nc(C3CC3)nc3sc4c(c23)CCC(C)C4)no1 (configuration not stated)	-4.0	-4.0	85.5	-0.8	-4.7	-0.8	1.4	0.2	0.0

Part of the list above, limited to Efflux pump inh and Yeast superoxide:
Compound	Efflux pump inh	Yeast superoxide
Cc1cc(NC(=O)CSc2nc(C3CC3)nc3sc4c(c23)CCC(C)C4)no1 (configuration not stated)	0.0	85.5
Cc1cc(C)cc(OCC(=O)Nc2cccc(C(=O)O)c2)c1	0.0	152.8
Cc1ccc(N2CC(C(=O)Nc3ccccc3OC(F)F)CC2=O)cc1 (configuration not stated)	0.2	106.4

More results follow.
SMILES	ZTA counter	BCLXL inh	Yeast superoxide	MEX-5 binding	MCL1 BIM primary	EBNA-1 inhibitor	GLD-1 TGE inh	Fam108B inh	Efflux pump inh
COC(=O)c1c(NC(=O)CC2Sc3ccc(C(F)(F)F)cc3NC2=O)sc(C)c1C (configuration not stated)	2.8	0.7	83.8	0.0	-5.6	-4.0	-0.4	-8.2	0.0
Cc1c(C(=O)NCc2cccnc2)oc2ccc(S(=O)(=O)N3CCCCCC3)cc12	-17.4	4.9	83.3	-0.2	5.0	-6.6	3.0	1.9	0.1
OC1CC(c2ccco2)NC2(CCCCC2)C1 (configuration not stated)	12.1	7.7	101.1	-1.6	-1.7	-10.1	-0.1	1.4	0.1
N#Cc1ccc(NC(=O)COC(=O)C2=COCCO2)cc1	10.7	3.5	114.1	0.0	4.4	-7.0	-1.1	-2.0	-0.2
CC(C)(C)OC(=O)N1CCCN(C(=O)c2ccc(Cl)cc2)CC1	-3.0	2.7	109.9	-1.3	-9.7	1.9	-1.2	0.5	0.3
O=C(CN1C(=O)NC2(CCCC2)C1=O)NNC(=O)c1ccc(F)cc1	-17.9	-2.2	108.6	0.9	-6.8	-4.0	5.7	1.1	-0.1
Cc1ccc(OCCn2cc(/C=C3\C(=O)NN(c4ccccc4)C3=O)c3ccccc32)cc1	4.4	6.1	114.6	0.8	5.4	0.8	5.9	6.7	-0.1
N#Cc1ccsc1NC(=O)CN1CCN(S(=O)(=O)c2ccc3ccccc3c2)CC1	-10.0	2.5	99.8	3.5	1.5	-7.7	5.0	-4.3	-0.1
CN(C)C(CNC(=O)c1ccc(S(=O)(=O)Nc2ccccc2F)cc1)c1ccco1 (configuration not stated)	-4.0	12.6	94.8	/	17.6	/	8.1	/	-0.1
COc1cccc(CNCCc2c[nH]c3ccccc23)c1OCc1ccccc1F	-4.8	2.3	104.5	1.3	4.3	-17.4	4.3	1.4	0.1
CC(=O)N/C(=C/c1ccc([N+](=O)[O-])cc1)C(=O)O	5.6	-4.2	113.3	0.0	-13.2	-2.3	-1.8	-0.1	0.2
CCOc1ccc(N2CC(C(=O)Nc3nnc(Cc4ccccc4)s3)CC2=O)cc1 (configuration not stated)	1.6	3.0	111.1	-1.0	-7.1	-1.1	-2.6	-1.0	-0.1

Gathered by group: the compounds so far containing an NH in an aromatic ring
SMILES	ZTA counter	BCLXL inh	Yeast superoxide	MEX-5 binding	MCL1 BIM primary	EBNA-1 inhibitor	GLD-1 TGE inh	Fam108B inh	Efflux pump inh
C=CCNc1nc2c(c(=O)[nH]c(=O)n2C)n1CCOc1ccccc1	-1.6	3.4	87.2	0.3	5.1	3.0	4.4	0.7	0.1
COCCn1c(N)c(N(Cc2ccccc2)C(=O)Cc2ccccc2F)c(=O)[nH]c1=O	-18.6	-2.9	98.6	/	-3.7	-4.4	1.1	4.2	-0.1
COc1cccc(CNCCc2c[nH]c3ccccc23)c1OCc1ccccc1F	-4.8	2.3	104.5	1.3	4.3	-17.4	4.3	1.4	0.1

Remaining list, next part.
SMILES	ZTA counter	BCLXL inh	Yeast superoxide	MEX-5 binding	MCL1 BIM primary	EBNA-1 inhibitor	GLD-1 TGE inh	Fam108B inh	Efflux pump inh
O=C(CN1C(=O)NC2(CCCCCCC2)C1=O)NC1CCCc2ccccc21 (configuration not stated)	9.7	5.7	82.7	0.7	3.8	5.2	-1.5	-6.0	0.0
COc1ccc2nc(SCC(=O)Nc3ccc(S(=O)(=O)Nc4nccc(C)n4)cc3)[nH]c2c1	-13.3	4.0	106.8	0.6	2.1	-2.9	2.0	-3.1	0.0
CC(C)(C)NC(=O)CSc1nnc(CN2CCCCCC2=O)n1-c1ccccn1	-0.2	1.6	94.7	0.4	-9.8	-1.4	7.0	-2.2	0.0
CCOc1cc(/C=C2\C(=N)N3N=CSC3=NC2=O)ccc1OS(=O)(=O)c1ccccc1	-8.2	10.6	105.8	-3.3	9.1	4.1	9.7	2.5	-0.2
COCCN(Cc1cc2cc(C)ccc2n2nnnc12)C(=S)Nc1ccccc1C	-5.1	3.0	102.7	0.3	-0.5	-14.3	-3.0	1.1	0.2
c1ccc(Nc2ncnc3sc4c(c23)CCC4)cc1	-4.2	3.1	92.9	0.0	-1.4	-3.2	-3.4	1.7	0.0
CCOC(=O)CSc1ncc(-c2ccc([N+](=O)[O-])cc2)[nH]1	0.5	2.4	103.2	-0.9	4.5	0.8	6.1	0.6	0.1
Cc1ncc(CO)c2c1OC(C)(C)OC2	-13.3	4.7	95.0	0.7	2.9	4.2	3.9	-3.8	0.5
O=C(CCl)N(C/C=C/c1ccccc1)c1ccc2c(c1)OCCO2	-13.9	3.1	105.5	-1.1	-3.3	-3.2	-3.9	4.1	0.0
COc1ccc(CCNC(=O)COC(=O)c2cc(OC)c(OC)cc2OC)cc1	-0.2	2.5	105.8	1.2	-0.3	-3.4	-3.7	-1.4	-0.1
Cc1ccccc1NC(=O)Nc1ccccc1Br	4.1	1.0	95.2	-0.7	-1.7	-7.6	3.4	-3.7	0.2
COc1cccc(CC2(CO)CCCN(Cc3[nH]c4ccc(C)cc4c3C)C2)c1 (configuration not stated)	-4.8	0.3	104.3	1.6	-0.1	-1.8	7.2	1.9	0.0
COc1ccc(N2CCN(Cc3cc4c(cc3O)CCC4)CC2)cc1	9.2	7.1	93.5	-1.1	13.2	2.0	4.5	1.8	0.1

Assay outcomes as filed in PubChem BioAssay.
